# Assay outcomes: PubChem BioAssay, several laboratories
# Dynein cargo inh: blocks dynein driven cargo transport along microtubules; 3617.4 mouse cells, GR-EGFP nuclear translocation imaging; test concentration mostly 20 µM; stimulated with dexamethasone, 1 µM; stronger effect = lower value; z-score, hits read low; 220,000 tested, 0.47% active; AID 1381;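 active = plate z-score of nuclear minus cytoplasmic receptor signal below a set negative limit, without overly bright fluorescence or cell loss, cut at about -3.5 in these data, passing the limit was not always enough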;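 note: z-score of nuclear minus cytoplasmic ring GR-EGFP intensity difference per well; some compounds called inactive have numbers as strong as hits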
#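 Also added: dexamethasone, 1.0 µM final. Medium: tet-free, stripped-serum medium. Detection: fixed, Hoechst-stained cells imaged at 10x for EGFP. Read-out: nuclear-to-cytoplasmic GR-EGFP distribution per well. Times: induction 48 h, compound 1 h, agonist 30 min.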
# HEK293 NOD2/NF-kB: NOD2 signaling inhibitors, cell-based, luminescence, uHTS, HEK293 (AID 1566) | HEK293 NOD2/NF-kB luciferase reporter, luminescence; higher % means a stronger effect | one-dose inhibition, % at 4 µM; EC50 in µM for titrated hits | 290,000 tested, 0.63% active; note: many of its hits are not listed in these tables
# NOD1 NF-kB reporter: inhibition of NOD1-driven NF-kB reporter – cell-based, luminescence, uHTS, primary screen (AID 1578) | 290,000 tested, 1% active | inhibition, % at 4 µM; hits with a dose series show EC50 in µM | NOD1-driven NF-kB luciferase reporter cells, luminescence; higher % means a stronger effect; in the data active = inhibition mostly above about 36%, no sharp cut-off; inactive = mostly below about 34%;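 note: HEK-293T reporter cells stimulated with the NOD1 agonist gamma-tri-DAP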
# KOR beta-arrestin-1: kappa opioid receptor activators – cell-based, luminescence, uHTS, primary screen (AID 1777). 280,000 tested, 0.02% active. KOR beta-arrestin recruitment, luminescence; higher % means a stronger effect. activation, % at 10 µM; hits with a dose series show EC50 in µM; in the data active = activation above about 50%, passing the limit was not always enough; note: a part of the inactive calls stands beside numbers as strong as those of hits
# M1AAP inhibition: malaria alanyl aminopeptidase activity blockers – biochemical, fluorogenic H-Leu-NHMec substrate, 1536-well (AID 1445); inhibition, % at 30 µM, or IC50 in µM where a hit was titrated; recombinant M1AAP, H-Leu-NHMec fluorogenic kinetic assay; higher % means a stronger effect; 220,000 tested, 0.42% active;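 active = primary inhibition above the hit cutoff, then over 50% inhibition at one or more dose response concentrations, cut at about 23% in these data, passing the limit was not always enough; inconclusive = conflicting primary data, or primary hits not chosen for dose response; inactive = low primary inhibition, or under 50% at every dose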;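 note: plate controls were DMSO full reaction for no effect and no enzyme background for full effect; strong numbers were not always called active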
# GPR55 beta-arrestin: GPR55 agonists via beta-arrestin recruitment, primary screen, imaging, U2OS cells, beta-arrestin-GFP redistribution (AID 1961); U2OS GPR55 beta-arrestin-GFP redistribution imaging; higher % means a stronger effect; one-dose activation, % at 10 µM; EC50 in µM for titrated hits; 290,000 tested, 0.048% active;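 active = activation above 40% with more than 50 cells counted in the well; inconclusive = wells holding fewer than 50 cells, flagged as toxic or sparse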;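 note: U2OS osteosarcoma cells stably expressing GPR55 and beta-arrestin-GFP; plate controls were DMSO negative control for no effect and LPI positive control for full effect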
# AID2073: inhibitors of Mint1-CaV2.2 protein interaction, biochemical, HTRF (AID 2073); 290,000 tested, 0.19% active; HTRF protein-protein interaction, Mint1-CaV2.2; higher % means a stronger effect; inhibition, % at 20 µM; hits with a dose series show IC50 in µM; in the data active = inhibition mostly above about 51%, no sharp cut-off; inconclusive = no clear call, values can overlap the other calls; inactive = mostly below about 53%; note: some results filed as inactive read as strong as hits
# KOR beta-arrestin-2: KOR antagonists, beta-arrestin recruitment, cell-based, luminescence, uHTS (AID 1778); KOR beta-arrestin recruitment, luminescence, antagonist mode; higher % means a stronger effect; inhibition, % at 10 µM; hits with a dose series show IC50 in µM; 290,000 tested, 0.091% active; note: strong numbers were not always called active
# M17LAP inhibition: P. falciparum M17LAP inhibitors, primary screen, biochemical, fluorogenic H-Leu-NHMec substrate, 1536-well (AID 1619); recombinant M17LAP, H-Leu-NHMec fluorogenic kinetic assay; higher % means a stronger effect; one-dose inhibition, % at 30 µM; IC50 in µM for titrated hits; 220,000 tested, 0.38% active;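 active = compound inhibiting the enzyme by more than half at any dose during confirmatory dose-response retesting; inconclusive = strong single-dose inhibitors picked by rank but not retested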;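 note: plate controls were full reaction with DMSO carrier for no effect and no enzyme background for full effect; strong numbers were not always called active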
# Dynein cargo inh cytoplasmic EGFP: recorded beside Dynein cargo inh, whose call it bears; z-score; measured here: cytoplasmic GR-EGFP intensity; stronger effect = higher value
# Dynein cargo inh nuclear GR-EGFP: also measured in Dynein cargo inh; calls as there; z-score; measured here: nuclear GR-EGFP intensity;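 lower value marks the stronger effect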
# Dynein cargo inh cell count: further read-out of Dynein cargo inh, marked with its call; z-score; measured here: cell count per field
# * marks the source's active call; other numbers are inactive results; ? = inconclusive; nt = not tested or not shown; [ ] = dose if it differs, or a comment. Cut-off read from the data, not from the text of the source, unless noted: active = inhibition above about 50%; inactive = the rest.
SMILES,Dynein cargo inh,Dynein cargo inh cytoplasmic EGFP,Dynein cargo inh nuclear GR-EGFP,Dynein cargo inh cell count,HEK293 NOD2/NF-kB,NOD1 NF-kB reporter,KOR beta-arrestin-1,M1AAP inhibition,GPR55 beta-arrestin,AID2073,KOR beta-arrestin-2,M17LAP inhibition
CC(C)Oc1ccc(C(CC(=O)O)NC(=O)Cc2ccccc2)cc1 (centres undefined),nt,nt,nt,nt,9%,-9%,2.6%,nt,-0.3%,2%,15%,nt
O=[N+]([O-])c1ccc2c(c1)c1ccccc1n2CCO,1.8,-0.25,1.4,-0.79,19%,7%,-2.3%,nt,0.5%,7%,9%,nt
COC(=O)c1ccc(OC(=O)CCN2C(=O)C3C4c5ccccc5C(c5ccccc54)C3C2=O)cc1 (centres undefined),-1.8,-0.22,-0.7,0.54,7%,-15%,-2.6%,-2%,0.1%,?,8%,4%
O=C(NCCSc1ccc(Cl)cc1)c1ccco1,0.64,-0.14,0.046,1,11%,-10%,7.9%,-3%,0.5%,-8%,-16%,4%
CCOC(=O)C1CCN(C(=O)CCc2c(C)nc3cc(-c4ccccc4)nn3c2C)CC1,-0.32,-0.27,-0.17,0.58,-1%,-17%,-0.9%,1%,-0.1%,12%,8%,10%
Cc1oc2c(c(C)cc3oc(=O)c(CC(=O)NCCCO)c(C)c32)c1C,nt,nt,nt,nt,9%,-4%,-2.6%,nt,-0.1%,30%,-3%,nt
COc1ccc(N(CC(=O)NC2CCCCCC2)S(=O)(=O)c2ccccc2)cc1Cl,nt,nt,nt,nt,-3%,-35%,4.9%,nt,-0.2%,-7%,-4%,nt
Cc1ccc(NC(=O)COC(=O)CN2CSCC2=O)cc1C,-0.71,-0.18,-0.35,0.66,7%,-13%,-4.1%,8%,-0.2%,3%,10%,13%
CCC(CC)C(=O)Nc1ccc(Sc2ccc([N+](=O)[O-])cc2)cc1,0.62,0.87,0.5,-1.1,-60%,41%,-3.5%,6%,-0.3%,-5%,24%,-11%
CN(C)c1ccc(/C=C/c2cc[n+]([O-])cc2)cc1,-0.27,-0.22,-0.033,0.57,1%,-19%,7.5%,15%,0.3%,?,36%,8%
CC(=O)Nc1ccc(S(=O)(=O)NCCC(=O)OCC(=O)c2ccc(F)c(F)c2)cc1,nt,nt,nt,nt,8%,-40%,1.9%,nt,0.3%,16%,-7%,nt
CNC(=O)CN(c1ccc(F)cc1)S(=O)(=O)c1cc(C)ccc1OC,-0.37,-0.14,-0.18,0.059,3%,-6%,3.2%,4%,-0.1%,1%,18%,-4%
CCOc1cc(N2CCOCC2)c(OCC)cc1NC(=O)c1ccc(S(C)(=O)=O)cc1,-1.2,-0.18,-0.76,0.36,14%,-21%,0.6%,9%,0.1%,-8%,-23%,-12%
O=C(CN1C(=O)C2CC=CCC2C1=O)OCCN1C(=O)c2ccccc2C1=O (centres undefined),0.14,-0.17,0.5,0.22,5%,-4%,-4.4%,-3%,0.0%,-9%,-5%,-7%
COc1ccc(CC2(CO)CCN(S(=O)(=O)c3c(C)nn(C)c3Cl)CC2)cc1,2.7,-0.025,2.2,-2,-15%,12%,6.3%,-6%,-0.2%,-8%,-15%,9%
C=CCNC(=O)C1CC(=O)N(c2ccc(Br)cc2)C1 (centres undefined),-0.63,-0.2,-0.16,0.53,5%,7%,2.3%,10%,-0.3%,-1%,-6%,8%
COc1cc2c(cc1OC)-c1cc(NC3CCCC3)nc(=O)n1CC2,-0.45,-0.35,0.0018,0.74,-13%,-51%,-3.2%,9%,0.3%,16%,-34%,18%
CC(=O)c1ccc(N2CCN(C(=O)Cc3ccccc3)CC2)c(F)c1,nt,nt,nt,nt,-6%,-6%,-1.2%,nt,0.0%,11%,-29%,nt
Cc1cccc(OCC(=O)Nc2ccc(N3CCN(C(=O)c4ccccc4)CC3)cc2)c1C,nt,nt,nt,nt,4%,4%,-2.7%,nt,0.2%,-4%,-13%,nt
COc1cccc(CNC(=O)c2cccnc2Sc2ccc(Cl)cc2)c1,nt,nt,nt,nt,-3%,-18%,-0.4%,nt,-0.2%,16%,25%,nt
Cc1ccc(S(=O)(=O)CCc2nnc(N)s2)cc1C,0.51,-0.24,0.077,0.31,-1%,-23%,-4.1%,2%,-0.2%,-4%,-32%,-1%
CC(OC(=O)c1ccc2ncsc2c1)C(=O)NCc1ccccc1 (centres undefined),0.03,-0.26,0.28,-0.6,10%,-23%,-3.3%,3%,0.7%,0%,-8%,-4%
Cn1c(=O)cc(OCC(=O)NC2CCCCC2)c2ccccc21,1.7,-0.029,1,-1.3,0%,-16%,2.0%,1%,-0.2%,-3%,19%,6%
CCCOc1ccccc1/C=C1\SC(N)=NC1=O,nt,nt,nt,nt,5%,39%,-1.3%,nt,0.7%,6%,-14%,nt
O=C(O)c1ccc(-n2nnnc2SCc2ccccc2Br)cc1,nt,nt,nt,nt,4%,-9%,-3.9%,nt,-0.3%,26%,-12%,nt
NC(=O)C1CCN(Cc2nc3c(Br)cc(Br)cc3c(=O)[nH]2)CC1,0.54,-0.32,0.54,-0.65,0%,-33%,-0.4%,5%,-0.6%,26%,-18%,1%
C=CCn1c(SCCN2CCOCC2)nc2c1c(=O)[nH]c(=O)n2C,0.36,-0.27,0.098,-0.35,0%,-13%,-0.2%,0%,0.2%,17%,-60%,-8%
Cc1ccc(NC(=O)COC(=O)Cn2cnc3ccccc32)cc1S(=O)(=O)N(C)C,0.052,-0.28,-0.35,-0.17,2%,-12%,7.3%,2%,-0.3%,1%,5%,3%
Cc1nc2ccc(C(=O)N3c4ccccc4CC3C)cc2s1 (centres undefined),0.24,-0.32,0.42,-0.43,-23%,-4%,-3.3%,0%,-0.1%,1%,-40%[20 µM],-5%
Cn1c(Sc2ccc([N+](=O)[O-])cc2C(F)(F)F)nnc1-c1ccccc1,-0.39,-0.22,0.25,0.76,14%,46%,-3.4%,-6%,-0.1%,-10%,-8%,11%
Cc1nnc(N2C(=O)C(=O)/C(=C(\O)c3ccc4c(c3)CC(C)O4)C2c2ccccc2)s1 (centres undefined),nt,nt,nt,nt,-1%,-27%,9.6%,nt,0.0%,12%,2%,nt
CCCc1nn2c(=O)cc(COc3ccc(NC(=O)c4ccco4)cc3)nc2s1,nt,nt,nt,nt,12%,3%,2.6%,nt,-0.4%,23%,-3%,nt
COc1cc(/C=C2/C(=O)ON=C2C)ccc1OCc1ccccc1F,-1.4,0.14,-0.76,0.36,-30%,16%,0.5%,-4%,-0.2%,12%,-18%,1%
O=C(Cc1ccccc1[N+](=O)[O-])N1CCN(S(=O)(=O)c2ccccc2)CC1,nt,nt,nt,nt,1%,-21%,15%,nt,0.3%,2%,-8%,nt
NC(=O)COC(=O)CC(c1ccccc1)c1ccccc1,0.98,-0.15,0.72,-0.63,6%,-22%,4.4%,5%,0.3%,6%,-1%,-7%
CC(C)Cn1c(-c2ccco2)nc2c(c(=O)c3ccccc3n2C)c1=O,0.44,-0.21,0.35,0.08,3%,-34%,-0.2%,21%,-0.4%,19%,nt,10%
COc1ccc(C(=O)NC2CC2)cc1OC1CCN(Cc2ccc(NC(C)=O)cc2)CC1,nt,nt,nt,nt,4%,-19%,0.2%,nt,-0.2%,-6%,1%,nt
COc1ccc(CN2C(=O)c3ccccc3C2C(=O)NCc2cccnc2)c(OC)c1 (centres undefined),1.2,-0.27,1.1,-1.6,2%,-6%,1.2%,4%,-0.1%,2%,-6%,6%
c1ccc(CNC2=NCCCC2)cc1,-0.098,-0.28,0.2,0.61,7%,-2%,-1.5%,2%,-0.2%,4%,-1%,-1%
Cn1c(=S)[nH]c2cccnc21,0.92,-0.14,0.42,-0.48,16%,-20%,-9.8%,3%,0.0%,-10%,-3%,3%
CCCc1cc2c(cc1NS(=O)(=O)c1ccc(CCNC(C)=O)cc1)OCO2,-0.26,-0.24,-0.029,0.57,-6%,1%,-1.3%,7%,0.0%,16%,21%,-5%
COc1cccc(NC(=S)N2CCN(S(C)(=O)=O)CC2)c1,nt,nt,nt,nt,9%,-18%,-2.6%,nt,-0.1%,-17%,4%,nt
CCCc1nc2ccccc2c(C(=O)OCC(=O)NCc2ccc3c(c2)OCO3)c1CC,2,-0.18,1.5,-1.9,-48%,2%,-2.0%,4%,0.2%,-3%,-32%,28%
COc1ccc(Cl)cc1-n1c(=S)sc2c(=O)[nH]c(SCC(=O)NCC3CCCO3)nc21 (centres undefined),1.2,-0.26,0.99,-1,7%,-1%,-5.3%,19%,-0.1%,-20%,7%,32%
Cc1ccc(CCNc2ccccc2C)cn1,0.42,-0.013,0.81,-3.2,8%,-13%,5.3%,-3%,0.5%,3%,25%,3%
COc1ccc(NC(=O)COC(=O)CCc2cc(OC)c(OC)c(OC)c2)c([N+](=O)[O-])c1,nt,nt,nt,nt,-12%,-10%,-4.4%,nt,-0.2%,6%,-15%,nt
O=C1CC(c2ccccc2)Cc2nc3nc(C(F)(F)F)nn3cc21 (centres undefined),-0.78,0.3,-0.31,0.073,2%,-7%,5.1%,-1%,0.2%,-2%,-11%,8%
O=C(COC(=O)c1cccnc1Cl)Nc1ccc2c(c1)OCCO2,0.63,-0.3,0.32,-0.11,1%,-41%,-3.6%,-10%,0.2%,13%,4%,6%
CC(C)(C)c1cc(OS(C)(=O)=O)ccc1O,-0.23,0.53,0.038,1,4%,-18%,0.8%,2%,-0.1%,10%,-28%[20 µM],-9%
Cc1cc(-c2nnc3n2N=C(c2ccc(F)cc2)CS3)n[nH]1,-0.0053,-0.2,-0.025,-0.9,5%,-4%,-3.4%,0%,-0.2%,11%,29%,8%
Cc1nn(-c2ccccc2)c(C)c1/C=N/NC(=O)CSc1nnc(SCc2ccccc2Cl)s1,0.29,-0.18,1,-0.88,-59%,63%,2.4%,5%,-0.2%,3%,-30%,7%

# A portion of the library; count on the stated rates, not on these rows.
